GCN5L2 inh – GCN5L2 (KAT2A) acetyltransferase inhibition | GCN5L2 HAT assay, ThioGlo1 CoA-SH fluorescence | Potency, µM (titrated, usually from 58.9 µM), inactives show at the top dose activity change, negative = inhibition, usual class: inhibitors | 390,000 tested, 0.21% active | AID 504327
Target sequence (Q92830 whole entry, looked up): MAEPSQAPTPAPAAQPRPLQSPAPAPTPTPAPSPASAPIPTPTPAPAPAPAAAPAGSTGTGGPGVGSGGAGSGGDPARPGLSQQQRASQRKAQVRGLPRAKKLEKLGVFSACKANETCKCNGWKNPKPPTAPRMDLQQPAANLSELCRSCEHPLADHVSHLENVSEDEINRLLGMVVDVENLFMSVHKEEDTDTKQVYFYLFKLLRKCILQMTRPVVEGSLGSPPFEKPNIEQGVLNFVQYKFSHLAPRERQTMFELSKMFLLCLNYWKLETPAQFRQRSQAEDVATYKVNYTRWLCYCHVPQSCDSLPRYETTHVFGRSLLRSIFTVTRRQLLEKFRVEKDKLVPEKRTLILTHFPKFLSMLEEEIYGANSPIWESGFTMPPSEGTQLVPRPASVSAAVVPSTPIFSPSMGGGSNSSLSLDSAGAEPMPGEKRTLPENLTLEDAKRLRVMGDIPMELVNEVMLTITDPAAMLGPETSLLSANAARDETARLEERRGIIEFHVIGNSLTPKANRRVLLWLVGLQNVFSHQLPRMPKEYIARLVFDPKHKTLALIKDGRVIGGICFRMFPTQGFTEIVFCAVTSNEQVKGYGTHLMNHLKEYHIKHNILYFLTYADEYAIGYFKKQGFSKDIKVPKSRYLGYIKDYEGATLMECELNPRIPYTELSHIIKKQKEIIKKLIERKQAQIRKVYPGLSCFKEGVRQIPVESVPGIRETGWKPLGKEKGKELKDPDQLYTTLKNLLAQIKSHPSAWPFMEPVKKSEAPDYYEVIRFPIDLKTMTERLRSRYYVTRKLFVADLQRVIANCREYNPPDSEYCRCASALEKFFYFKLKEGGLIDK
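qHTS, 1536-well. 20nM enzyme, pH 7.5 HEPES/EDTA/Tween-20 buffer; 15 min compound preinc., RT. Start: 75uM H3(1-25), 70uM AcCoA, 50uM ThioGlo1. Read Ex340/Em540 at t=0 (autofluorescence flag) and t=20 min.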
FEN1 inhibitor – inhibitors of human flap endonuclease 1. P39748. Recombinant FEN1 flap cleavage, fluorescence, 15 min. Potency, µM (highest dose often 114 µM), for inactives: at the highest dose activity change, negative = inhibition, usual class: inhibitors. 390,000 tested, 0.35% active; further: nearly all actives have a fitted effect of over 65% in size
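Enzyme 10 nM, 15 min RT preincubation with compound; start with substrate 50 nM final; reads at 0 and 15 min; qHTS titration, four-parameter Hill fit.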
N370S GC – N370S glucocerebrosidase modulation, Gaucher chaperone candidate | 330,000 tested, 0.092% active | P04062 | N370S GC spleen homogenate, 4MU-glucoside fluorescence | Potency, µM (highest dose often 59.4 µM), without a hit: at the top dose activity change, negative = inhibition, actives largely listed as inhibitors | AID 2101;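 further: 0% = full enzyme activity and -100% = no enzyme basal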
The depositor's hits bear a star; ? = inconclusive; / = not tested or not shown; [ ] = remark or other dose. The call rests on the fitted dose curve; in most records, active means well fitted curve in the direction sought with a large enough effect; inconclusive means small, poorly fitted or top-dose-only effect, or another doubt; inactive means no such curve, though single readings can be large; an effect the other way counts as inactive or inconclusive. Unless noted, on the % scale 0 is the no-effect control and ±100 the full control effect; potency means the concentration at half of the fitted maximal effect.

entry	N370S GC	FEN1 inhibitor	GCN5L2 inh	canonical_smiles
1	-26.7%	1.3%	-4.5%	Cc1ccc(S(=O)(=O)NCCC(=O)NCCN2CCCCCC2)cc1
2	2.4%	12.3%	-2.2%	Cc1ccc(C(=O)CSc2nnc(CNc3ccc(F)cc3)o2)cc1
3	7.2%	10.0%	-16.1%	COc1cccc(NC(=O)CSc2nnc(-c3ccoc3C)n2CC2CCCO2)c1 (centres undefined)
4	/	-1.7%	0.6%	COc1cccc(-n2c(=O)c3sccc3n(Cc3cc(=O)n4cc(Cl)ccc4n3)c2=O)c1
5	3.5%	-12.9%	-4.1%	CCn1cc(C(=O)N[C@@H](C)C(=O)NCCCN2CCOCC2)c(=O)c2cc3c(cc21)OCO3
6	/	-9.3%	-3.9%	COc1ccc(NC(=O)c2csc3c2CCCCC3)cc1
7	-15.3%	-17.5%	-10.1%	O=C(N/N=C/c1cn(-c2ccccc2)nc1-c1cc2ccccc2o1)c1ccncc1
8	-1.5%	-16.8%	-2.8%	c1ccc(CNc2ncnc3scc(-c4cccs4)c23)nc1
9	3.0%	16.0%	-9.8%	COc1ccccc1CNC(=O)COc1ccc(C)nc1[N+](=O)[O-]
10	/	13.7%	-13.3%	COc1ccc2oc(-c3ccc(C)c(NC(=O)COc4cc(C)cc(C)c4)c3)nc2c1
11	6.9%	-10.1%	-4.9%	Cc1ccc2c(c1)C(=O)CCN2
12	1.8%	-13.7%	-7.6%	COc1cc(C)nc(Oc2ccc(OCc3ccccc3)nn2)n1
13	/	?	-9.4%	COc1ccc(NC(=O)c2c(N)c(C(=O)c3ccc(C)cc3)n3ccccc23)cc1OC
14	-4.7%	-1.1%	-3.5%	Cc1cccc(NC(=O)CSCC(=O)Nc2ccc(S(=O)(=O)N3CCOCC3)cc2)c1
15	/	5.5%	-1.0%	CCc1ccc(CN(C)CC(=O)Nc2ccc(S(=O)(=O)N3CCOCC3)cc2)cc1
16	-2.1%	30.7%	-2.0%	COc1ccc(NC(=O)CCNC(=O)c2ccco2)cc1Cl
17	-1.5%	1.6%	-4.3%	CN(C(=O)CC1C(=O)NCCN1Cc1ccc2ccccc2c1)C1CCOCC1 (centres undefined)
18	-4.1%	-11.0%	-2.1%	CCOC(=O)C1CCN(C(=O)C2c3ccccc3C(=O)N(C)C2c2ccc(OC)cc2)CC1 (centres undefined)
19	5.8%	10.4%	-17.5%	CCCN1Cc2cccc(C(=O)N3CCN(c4cc(Cl)ccc4C)CC3)c2C1=O
20	-3.0%	-6.9%	-1.3%	Cc1ccc2nc(/C(C#N)=C/c3cn[nH]c3-c3ccc(F)cc3)[nH]c2c1
21	-14.8%	-4.6%	2.3%	COc1cc(/C=C/C(=O)c2ccc(C)c([N+](=O)[O-])c2)cc(OC)c1O
22	5.0%	7.7%	-1.7%	Cc1ccsc1/C=N/NC(=S)NCc1ccccc1
23	?	3.3%	1.1%	COC1OC(COC(=O)CNC(=O)OC(C)(C)C)C(O)C(O)C1O (centres undefined)
24	?	-3.8%	/	Cc1ccc(C(=O)CCNc2ccccc2)o1
25	17.4%	-15.2%	0.7%	CN(C)c1nc(SCc2ccc(Cl)cc2)nc2c1CCCC2
26	/	10.6%	14.9%	O=C(CN1CCCN(Cc2ccc(F)cc2)S1(=O)=O)Nc1ccc2c(c1)OCCO2
27	-5.8%	-1.2%	-7.4%	CCOc1ccc(S(=O)(=O)Nc2cnc3ccccc3c2)cc1
28	/	11.2%	4.9%	COc1ccc(CCNC(=O)CCCCCn2c(=O)[nH]c3cc(OC)c(OC)cc3c2=O)cc1OC
29	0.8%	-2.9%	-1.8%	CCn1nnnc1SCC(=O)Nc1ccc(OCc2ccccc2)cc1
30	-11.5%	-2.2%	-0.1%	COc1ccccc1CNC(=O)COC(=O)CSc1ccc(Cl)cc1

6 compounds picked at random from those above:
entry	N370S GC	FEN1 inhibitor	GCN5L2 inh	canonical_smiles
20	-3.0%	-6.9%	-1.3%	Cc1ccc2nc(/C(C#N)=C/c3cn[nH]c3-c3ccc(F)cc3)[nH]c2c1
21	-14.8%	-4.6%	2.3%	COc1cc(/C=C/C(=O)c2ccc(C)c([N+](=O)[O-])c2)cc(OC)c1O
29	0.8%	-2.9%	-1.8%	CCn1nnnc1SCC(=O)Nc1ccc(OCc2ccccc2)cc1
30	-11.5%	-2.2%	-0.1%	COc1ccccc1CNC(=O)COC(=O)CSc1ccc(Cl)cc1
24	?	-3.8%	/	Cc1ccc(C(=O)CCNc2ccccc2)o1
16	-2.1%	30.7%	-2.0%	COc1ccc(NC(=O)CCNC(=O)c2ccco2)cc1Cl

(list continues)
entry	N370S GC	FEN1 inhibitor	GCN5L2 inh	canonical_smiles
31	29.2%	?	-9.0%	Cc1ccc(-c2nn(-c3ccccc3)cc2CN(Cc2ccccc2)C(=O)c2ccco2)o1
32	12.2%	-1.0%	-15.0%	CN1CCc2nc(SCC(=O)Nc3ccc(OC(F)(F)F)cc3)c(C#N)c(-c3cccs3)c2C1
33	-16.2%	10.9%	-18.7%	COc1ccc(OC)c2sc(N(CCN(C)C)C(=O)/C=C/c3cccs3)nc12
34	-7.4%	-10.1%	-8.8%	COc1ccc(CNC(=O)COC(=O)c2c(C)nn(-c3ccccc3)c2C)cc1OC
35	-5.4%	-10.8%	-7.1%	COC(=O)[C@@]12CCCN1[C@H](c1ccc(-c3ccccc3)cc1)[C@@H]1C(=O)N(C)C(=O)[C@@H]12
36	-2.6%	1.8%	-15.4%	Cc1cn(-c2ccc(Br)cc2)[nH]c1=O
37	3.1%	-1.8%	11.2%	Nc1ccc(S(=O)(=O)C(F)(F)F)cc1N
38	-9.0%	14.7%	-5.5%	O=C(NC(Cc1ccccc1)C(=O)NCCc1ccccn1)c1cccs1 (centres undefined)
39	/	-19.9%	-10.1%	C(=N\N1CCN(C2c3ccccc3-c3ccccc32)CC1)/c1cccnc1
40	-2.2%	0.3%	2.2%	CC(C)CN(C(=O)COC(=O)c1ccc(Cl)c(N)c1)c1c(N)n(Cc2ccccc2)c(=O)[nH]c1=O
41	-0.1%	21.5%	-5.4%	CCSC1=NCCN1C(=O)c1ccc(S(=O)(=O)N(C)C)cc1
42	/	20.5%	-6.4%	COc1ccc(Nc2ncc3c(n2)CCN(Cc2cc(Br)cs2)C3)c(OC)c1
43	0.7%	3.3%	-3.4%	O=C(c1cc(-c2ccc(Cl)cc2)on1)N1CCc2ccccc2C1
44	?	-3.7%	-2.8%	Cc1ccc(NC(=S)N2CCC(c3ccccc3)C2)c(Cl)c1 (centres undefined)
45	0.7%	-5.0%	-3.2%	O=C(Nc1ccc(N2CCCC2)cc1)c1cc(Br)ccc1Cl
46	-13.9%	-3.3%	-5.2%	Nc1nc(SCC(=O)Nc2ccccc2-c2ccccc2)n[nH]1
47	-4.7%	9.0%	-4.1%	Cc1ccc(-c2nnn(CC(=O)N(c3ccccc3)C(C(=O)NCC3CCCO3)c3ccc(F)cc3)n2)o1 (centres undefined)
48	5.5%	0.4%	2.6%	CCCOc1ccc(N2C(=O)CC(NCc3ccncc3)C2=O)cc1 (centres undefined)
49	5.9%	-15.8%	-1.1%	CCCC(=O)c1cc(F)c(N2CCOCC2)cc1C
50	14.2%	-4.0%	-8.2%	CC(C)(C)c1ccc(OCC(=O)NCCN2CCCC2)cc1
51	-13.5%	-5.1%	?	O=C(c1ccccc1-c1ncc[nH]1)N1CCCC(Nc2ccc(F)cc2)C1 (centres undefined)
52	/	-2.7%	-3.6%	O=C(C[C@H]1C[C@H](C(=O)N2CCCCC2)[C@@]2(CCc3ccccc3)c3[nH]c4ccc(Cl)cc4c3CCN2C1=O)NCCN1CCOCC1
53	-0.1%	-12.4%	-12.4%	CC(C)(C)C(=O)Nc1sc(-c2ccccc2)cc1C(=O)O
54	16.7%	-9.0%	-17.0%	CCOc1ccc(S(=O)(=O)N2CCCCC2)cc1NC(=O)Cc1cccs1
55	-6.2%	19.4%	1.3%	Cc1cccc(C2CC(c3ccc(Cl)cc3)Nc3nc(N)nn32)c1 (centres undefined)
56	6.0%	-2.8%	-5.7%	CCc1ccc(NC(=O)CCn2c(=O)oc3ccccc32)cc1
57	6.1%	4.9%	-8.8%	CCOc1ccccc1NCc1nnc(-c2ccccc2)o1
58	-1.9%	21.3%	-0.8%	Cc1ccc(-n2nnnc2SCC(=O)N2Cc3ccccc3CC2C(=O)O)cc1 (centres undefined)
59	-7.7%	-5.0%	-3.4%	O=C(COc1ccc(Cl)cc1)c1ccc(O)cc1O
60	-7.0%	17.5%	-4.4%	CCC(Sc1nc(C)cc(C)n1)C(=O)Nc1ccc(S(N)(=O)=O)cc1 (centres undefined)
61	/	17.3%	4.3%	Cc1noc(C)c1NC(=O)Nc1cccc2c1O[C@H](CN(C)S(=O)(=O)c1ccccc1)[C@@H](C)CN([C@H](C)CO)C2=O
62	5.5%	-11.6%	-0.7%	COCCCNC(=O)CCc1ccc(S(=O)(=O)Nc2ccc(C)cc2)cc1
63	-15.3%	15.0%	-4.0%	CCN(CC)Cc1c[nH]c2c(C(=O)OC)cccc12
64	-13.0%	1.4%	-3.4%	CCOC(=O)CN1C(=O)S/C(=C/c2ccc(O)c([N+](=O)[O-])c2)C1=O
65	-0.3%	-4.4%	-6.5%	CC(=O)Nc1ccc(S(=O)(=O)Nc2c(NC3CCCCC3)c3ccccc3oc2=O)cc1
66	/	-13.9%	1.1%	CCCCC(=O)N(c1ccc2oc(C)c(C(C)=O)c2c1)S(=O)(=O)c1ccc(F)cc1C
67	4.0%	-1.2%	-2.9%	Cc1ccc(NC(=O)OCc2ccccc2S(C)=O)cc1 (centres undefined)
68	-0.2%	-18.6%	3.9%	COc1cc(/C=C/C(=O)OCC(=O)Nc2ccc(NC(C)=O)cc2)cc(S(=O)(=O)N2CCc3ccccc32)c1OC
69	0.3%	-2.2%	16.6%	O=C(CNC(=O)c1ccc(Br)cc1)N/N=C/c1ccc[nH]1
70	0.4%	2.6%	0.5%	COc1ccc(S(=O)(=O)NNC(=O)C2COc3ccccc3O2)cc1[N+](=O)[O-] (centres undefined)
71	/	-0.2%	-3.6%	CC(C)N(Cc1nnc(-c2ccccc2Br)o1)C(=O)c1cc(Cl)nc2ccccc12
72	-28.3%[2.35 µM]	/	-6.5%	Cc1ccc(S(=O)(=O)N2C(=S)SCC2(C)C)cc1
73	-2.5%	-23.0%	?	COc1ccc2[nH]c(C)c(CCN(Cc3cccs3)C(=S)Nc3cccc(F)c3)c2c1
74	-2.5%	-10.2%	0.2%	CCOc1cc2c(cc1/C=C/c1noc(C)c1[N+](=O)[O-])OC(C)C2 (centres undefined)
75	1.5%	-6.5%	-19.7%	CCOc1ccc(Nc2ccnc3cc(Cl)ccc23)cc1
76	0.0%	5.1%	-3.6%	CN(Cc1ccno1)Cc1cn(C)nc1-c1ccc(Oc2ccccc2)cc1
77	-10.9%	-0.8%	-7.1%	C=CCN1C(=O)c2ccc(C(=O)OCC(=O)Nc3ccc(S(N)(=O)=O)cc3)cc2C1=O

Sorted by length of the SMILES (largest number first): part of the list above
entry	N370S GC	FEN1 inhibitor	GCN5L2 inh	canonical_smiles
71	/	-0.2%	-3.6%	CC(C)N(Cc1nnc(-c2ccccc2Br)o1)C(=O)c1cc(Cl)nc2ccccc12
74	-2.5%	-10.2%	0.2%	CCOc1cc2c(cc1/C=C/c1noc(C)c1[N+](=O)[O-])OC(C)C2 (centres undefined)
69	0.3%	-2.2%	16.6%	O=C(CNC(=O)c1ccc(Br)cc1)N/N=C/c1ccc[nH]1
63	-15.3%	15.0%	-4.0%	CCN(CC)Cc1c[nH]c2c(C(=O)OC)cccc12

Screening data: PubChem, National Center for Advancing Translational Sciences (NCATS)
